RNase H inhibition = RNase H inhibition, HIV 1 Gag Pol polyprotein, FRET biochemical assay, screening (AID 372) | inhibition, % at 10 µM, or IC50 in µM where a hit was titrated | 100,000 tested, 0.77% active | HIV-1 RT RNase H, FRET RNA/DNA substrate fluorescence; higher % means a stronger effect; in the data active means inhibition above about 50%
Numbers without * were called inactive. This is a subset (hit frequency here may not be typical).

SMILES	RNase H inhibition
C/C(=N\Nc1cc(-c2ccccc2)nc(-c2ccc(Br)cc2)n1)c1cccc(N)c1	15.0%
O=C(Nc1ccncc1)c1cc2ccccc2o1	8.0%
COc1ccc(C(=O)NC(c2ccccc2)c2ccccc2)cc1OC	12.0%
COc1ccc(Cl)cc1C(=O)Nc1cccc(-c2nc3ccccc3s2)c1	5.0%
COc1ccc(CNS(=O)(=O)c2ccccc2[N+](=O)[O-])cc1	11.0%
Cc1ccc(NC(=O)/C=C/c2ccc(Cl)cc2)cc1C	6.0%
Cn1c(=O)c([N+](=O)[O-])c(N2CCN(C(=O)c3ccccc3)CC2)c2ccccc21	18.0%
COc1cc([N+](=O)[O-])ccc1NC(=O)c1ccc(I)cc1	7.0%
COc1ccc(-c2csc(N3N=C(c4ccc(Cl)cc4)CC3c3ccc(OC)c(OC)c3)n2)cc1F (stereo not drawn)	3.0%
O=C(O)CCn1c(O)c(C2=c3cc([N+](=O)[O-])ccc3=NC2=O)sc1=S	18.0%
CCN(CC)c1ccc(C=Nc2ccc(C(N)=O)cc2)cc1	5.0%
Oc1ccccc1C=Nc1ccc(OC(F)(F)C(F)F)cc1	14.0%
Cc1ccc(S(=O)(=O)Nc2cc(Cl)c(O)c(C)c2C)cc1	1.0%
Cc1cc([N+](=O)[O-])ccc1N=Cc1ccc(Br)s1	15.0%
COc1ccc(CNC2CC(=O)N(c3ccccc3)C2=O)cc1 (stereo not drawn)	4.0%
O=c1[nH]c(NCCO)nc2sc3c(c12)CCCC3	0.0%
COc1ccccc1NC(=O)/C=C/c1ccc(C(C)C)cc1	11.0%
COc1ccc(C2C(C(=O)OCC(C)C)=C(C)NC3=C2C(=O)CC(c2ccc(Cl)cc2)C3)cc1 (stereo not drawn)	8.0%
CC(/C=C1\SC(=S)N(C(C(=O)O)C(C)C)C1=O)=C\c1ccccc1 (stereo not drawn)	9.0%
Cc1ccccc1N1C(=O)NC(=O)/C(=C\c2cccn2C)C1=O	0.0%
O=C(Nc1ccc(F)c([N+](=O)[O-])c1)c1cccc(F)c1	7.0%
Cc1ccc(CN2CCN(N=Cc3ccc(N(C)C)cc3)CC2)c(C)c1	18.0%
COc1ccc(/C=C2\SC(=S)N(CC(=O)Nc3nccs3)C2=O)cc1OC	12.0%
COC(=O)CN(c1cccc(C)c1)S(C)(=O)=O	1.0%
O=C1/C(=C/c2ccc(-c3ccc([N+](=O)[O-])cc3)o2)SC(=S)N1Cc1ccccc1	9.0%
N#C/C(=C/c1cccc(F)c1)c1nc(-c2cc3c(ccc4ccccc43)oc2=O)cs1	8.0%
O=C(/C=C/c1ccccc1Cl)N1CCCCCC1	0.0%
CCOC(=O)C1=C(C)N=c2s/c(=C\c3cccc(OCc4ccccc4Cl)c3)c(=O)n2C1c1ccccc1Cl (stereo not drawn)	4.0%
CCOc1ccccc1N/C(=N/c1nc(C)cc(C)n1)NC(=O)c1ccccc1	18.0%
CCOC(=O)c1c(N)n(-c2ccccc2O)c2nc3ccccc3nc12	0.0%
COc1ccc(Br)cc1/C=N/Nc1nc(N2CCOCC2)nc(N2CCOCC2)n1	9.0%
COc1ccc(/C=C/C(=O)NNC(=O)COc2ccc([N+](=O)[O-])cc2)cc1	0.0%
COc1cccc(NC(=O)c2ccc(-c3ccc(Cl)c(Cl)c3)o2)c1	5.0%
CC1=C(C(=O)OCCc2ccccc2)C(c2ccc(O)c([N+](=O)[O-])c2)NC(=O)N1 (stereo not drawn)	3.0%
Cc1ccc(C)c(NCN2C(=O)C3CCCCC3C2=O)c1 (stereo not drawn)	0.0%
CCOC(=O)C1=C(O)/C(=C/c2ccc(CNC(=O)C(=O)Nc3ccc(C)cc3)o2)N=C1C	10.0%
CC(C)(NO)/C(=N\O)c1ccc(F)cc1	1.0%
O=C1CCC(=O)N1CC(=O)N1c2ccccc2Sc2ccc(C(F)(F)F)cc21	3.0%
CCOC(=O)c1ccccc1NC(=O)c1ccc(CN(c2ccc(C)c(C)c2)S(C)(=O)=O)cc1	5.0%
O=C1NC(=S)N(c2ccc(Br)cc2)C(=O)/C1=C/c1ccc(F)cc1	6.0%
CCOc1ccccc1NC(=O)c1ccccc1N(Cc1ccccc1)S(=O)(=O)c1ccc(OC)cc1	14.0%
Cc1cc(C)nc(SCc2ccccc2C#N)n1	40.0%
O=C(NC(=S)Nc1ccc(Cl)cc1Cl)c1ccccc1[N+](=O)[O-]	23.0%
Cn1/c(=N/N=C2CCCC2)sc2ccccc21	5.0%
CC(=O)Oc1cccc(/C=C2\C=C(c3ccc(C)cc3)OC2=O)c1	15.0%
Cc1cccc(NC(=O)CSc2nnc(-c3ccccc3)c(-c3ccccc3)n2)c1C	19.0%
Nc1nnnn1/N=C/c1ccc(C=O)cc1	8.0%
CCOc1cc(C2C(C(=O)OC3CCCCC3)=C(C)NC3=C2C(=O)CC(c2ccc(OC)cc2)C3)cc(Cl)c1O (stereo not drawn)	0.0%

Six compounds drawn at random from those above:
SMILES	RNase H inhibition
CCOc1cc(C2C(C(=O)OC3CCCCC3)=C(C)NC3=C2C(=O)CC(c2ccc(OC)cc2)C3)cc(Cl)c1O (stereo not drawn)	0.0%
Nc1nnnn1/N=C/c1ccc(C=O)cc1	8.0%
Cc1cccc(NC(=O)CSc2nnc(-c3ccccc3)c(-c3ccccc3)n2)c1C	19.0%
O=C1NC(=S)N(c2ccc(Br)cc2)C(=O)/C1=C/c1ccc(F)cc1	6.0%
O=C(NC(=S)Nc1ccc(Cl)cc1Cl)c1ccccc1[N+](=O)[O-]	23.0%
CCOC(=O)c1ccccc1NC(=O)c1ccc(CN(c2ccc(C)c(C)c2)S(C)(=O)=O)cc1	5.0%

Next section
SMILES	RNase H inhibition
CCCCOC(=O)C1=C(C)N(C)C(=O)NC1c1ccc([N+](=O)[O-])cc1 (stereo not drawn)	7.0%
Cc1ccc(-n2c(C)cc(/C=C(\C#N)C(=O)NCC3CCCO3)c2C)cc1 (stereo not drawn)	0.0%
COC(=O)CN(c1ccc(F)cc1)S(C)(=O)=O	0.0%
CCOC(=O)CNC(=O)c1cccc(C)c1	1.0%
COc1cc(C=O)c(Br)c(OC)c1OC	5.0%
O=[N+]([O-])c1cc(C(F)(F)F)ccc1-n1nnc2ccccc21	8.0%
Cc1ccc(OCC(=O)N/N=C/c2c3ccccc3cc3ccccc23)cc1C	2.0%
O=C1OC(c2cccc([N+](=O)[O-])c2)=N/C1=C/c1ccc(Cl)cc1Cl	40.0%
COc1cc(C2NC(=O)N(C)C(C)=C2C(=O)OCc2ccccc2)cc(Br)c1O (stereo not drawn)	9.0%
Cc1cc(C)c(C(CC(=O)c2cccs2)C(C#N)C#N)c(C)c1 (stereo not drawn)	23.0%
O=C(CCCOc1ccc(Cl)cc1Cl)Nc1ncccn1	7.0%
Cc1ccc2nc(-c3ccc(NS(=O)(=O)c4ccc(Cl)cc4)cc3)sc2c1	13.0%

Taken from the listing, two compounds:
SMILES	RNase H inhibition
O=C(CCCOc1ccc(Cl)cc1Cl)Nc1ncccn1	7.0%
Cc1ccc2nc(-c3ccc(NS(=O)(=O)c4ccc(Cl)cc4)cc3)sc2c1	13.0%

Carrying on.
SMILES	RNase H inhibition
CCCN(Cc1cc(I)cc(I)c1O)CC1CC1	15.0%
COc1ccc(/C=C/C(=O)NC(=S)NCc2ccccc2)cc1OC	21.0%
O=C1CC(c2ccc(OC(F)(F)F)cc2)c2ccc3ccccc3c2N1 (stereo not drawn)	0.0%
COc1cc(/C=C2\SC(N)=NC2=O)cc(Br)c1OCc1ccccc1F	23.0%
O=C(N/N=C/c1ccc(O)c(O)c1)c1cccc(F)c1	40.0%
COc1ccc(-c2cc(C(=O)N/N=C/c3ccc(O)cc3)[nH]n2)cc1	0.0%
Cc1ccc(NC(=O)/C=C/c2ccc([N+](=O)[O-])cc2)cc1Cl	15.0%
COC(=O)c1c(C)oc2ccc(OCc3cccc(Cl)c3)cc12	0.0%
CCN(CC)C(=O)c1ccccc1C(=O)Nc1cccc(Br)c1	5.0%
CCC(CC)C(=O)NCc1ccccc1Cl	17.0%
Cc1ccc(NC(=O)c2ccc3ccccc3n2)cc1	5.0%
CCC1=NN2C(=N)/C(=C/c3ccc(-c4ccc(C)c(Cl)c4)o3)C(=O)N=C2S1	22.0%

7 structures from above, sorted by number of heavy atoms, smallest number first.
SMILES	RNase H inhibition
CCC(CC)C(=O)NCc1ccccc1Cl	17.0%
CCCN(Cc1cc(I)cc(I)c1O)CC1CC1	15.0%
Cc1ccc(NC(=O)c2ccc3ccccc3n2)cc1	5.0%
Cc1ccc(NC(=O)/C=C/c2ccc([N+](=O)[O-])cc2)cc1Cl	15.0%
CCN(CC)C(=O)c1ccccc1C(=O)Nc1cccc(Br)c1	5.0%
COc1ccc(-c2cc(C(=O)N/N=C/c3ccc(O)cc3)[nH]n2)cc1	0.0%
O=C1CC(c2ccc(OC(F)(F)F)cc2)c2ccc3ccccc3c2N1 (stereo not drawn)	0.0%

The list goes on.
SMILES	RNase H inhibition
O=C(NC(=S)Nc1ccc2nn(-c3ccccc3)nc2c1)c1ccc(Cl)cc1	26.0%
COc1ccc(S(=O)(=O)Nc2ccc(Br)cc2)cc1	0.0%
Cc1cccc(OCC(=O)Nc2cccc([N+](=O)[O-])c2)c1C	11.0%
CCC(CC)=NNC(=O)CN(c1ccccc1)S(=O)(=O)c1ccccc1	0.0%
COc1cc(CN2CCN(C(=O)c3cc(OC)c(OC)c(OC)c3)CC2)cc(OC)c1	2.0%
O=C(Nc1ccc2nc3c4ccccc4c4ccccc4c3nc2c1)N1CCOCC1	6.0%
CCOc1ccc(S(=O)(=O)NCCCN2CCOCC2)c2ccccc12	0.0%
COc1cc(C(=O)Nc2cc(C(F)(F)F)ccc2Cl)cc(OC)c1OC	9.0%
CCOC(=O)c1ccc(NC(=O)Nc2nc(-c3ccccc3)cs2)cc1	0.0%
CC(=O)Oc1cccc(/C=C(/C#N)C(=O)Nc2ccc(Br)cc2)c1	4.0%
Nc1c([N+](=O)[O-])c(Nc2cc(Cl)ccc2Cl)nc(Nc2cc(Cl)ccc2Cl)c1[N+](=O)[O-]	7.0%
Cc1ccccc1N1C(=O)c2ccc(-c3nc4ccccc4c(=O)o3)cc2C1=O	2.0%

In the list so far, two contain a COOH group.
SMILES	RNase H inhibition
O=C(O)CCn1c(O)c(C2=c3cc([N+](=O)[O-])ccc3=NC2=O)sc1=S	18.0%
CC(/C=C1\SC(=S)N(C(C(=O)O)C(C)C)C1=O)=C\c1ccccc1 (stereo not drawn)	9.0%

Additional structures
SMILES	RNase H inhibition
COc1ccc(Cl)cc1C(=O)N1CC(C)CC(C)C1 (stereo not drawn)	4.0%
COCCOC(=O)C1=C(C)NC2=C(C(=O)CCC2)C1c1ccc(Cl)cc1Cl (stereo not drawn)	7.0%
COc1ccc(C(OC(=O)NC(O)C(Cl)(Cl)Cl)P(=O)(OC(C)C)OC(C)C)cc1 (stereo not drawn)	4.0%
COc1ccc(C(=O)NCCc2cccc(Cl)c2)cc1OC	0.0%
CCC(Oc1ccc2ccccc2c1Br)C(=O)N/N=C/c1ccccc1O (stereo not drawn)	10.0%
Cc1nn(C(=O)C23CC4CC(CC(C4)C2)C3)c(C)c1Sc1ccc(Cl)cc1	0.0%
N/C(=N\OC(=O)COc1ccc2ccccc2c1)c1ccc(Cl)cc1	14.0%
CCOC(=O)N1CCN(S(=O)(=O)/C=C/c2ccccc2)CC1	19.0%
O=C(CSc1ccccn1)N/N=C/c1ccc(O)cc1	3.0%
CC(=O)c1ccc(N2C(=O)/C(=C/c3ccc(Cl)cc3)N=C2c2ccccc2)cc1	4.0%
CCN(CC)C(=O)C(=O)N/N=C/c1ccc(Br)cc1	1.0%
CCN(CC)c1ccc(/C=N/Nc2ccccc2)c(O)c1	6.0%
O=[N+]([O-])c1cc(/C=N/Nc2cc(N3CCOCC3)nc(N3CCOCC3)n2)cc2c1OCO2	7.0%
CCOc1ccc(S(=O)(=O)N(CC(=O)NC2CCCCC2)c2ccc(C)cc2)cc1	13.0%
COc1c(O)ccc(/C=N/NC(=O)c2cccnc2)c1[N+](=O)[O-]	0.0%
O=C(Nc1ccccc1C(=O)Nc1ccccc1)c1ccc(-c2ccccc2)cc1	0.0%
COc1ccccc1OCC(=O)Nc1cccc(C(=O)O)c1	1.0%
COc1ccc(C(=O)N2CCc3ccccc32)cc1I	15.0%
COc1ccc(CN2CC=C(Cc3ccccc3)CC2)cc1	6.0%
CCc1ccc(NC(=O)COc2ccc(C)c(C)c2)cc1	0.0%
COc1ccccc1C1C(C(=O)OC2CCCCC2)=C(C)NC2=C1C(=O)CC(c1ccc(Cl)cc1)C2 (stereo not drawn)	13.0%
O=C(CCc1c[nH]c2ccccc12)N/N=C/c1ccccc1O	9.0%
O=c1sc2ccccc2n1Cc1ccc(Br)cc1	27.0%
COc1ccc(C(c2c(O)ccc3ccccc23)N2CCOCC2)c(OC)c1 (stereo not drawn)	15.0%
Fc1ccc(N2N=C(c3cccs3)CC2c2ccccc2C(F)(F)F)cc1 (stereo not drawn)	10.0%
CCCOc1ccc(N2C(=O)CC(N3CCN(C/C=C/c4ccccc4)CC3)C2=O)cc1 (stereo not drawn)	14.0%
O=C(CSc1nc2ccccc2n1Cc1ccccc1)N/N=C/c1cccc(Br)c1	23.0%
CC1=C(C(=O)Nc2ccc(Cl)cc2)C(c2ccc([N+](=O)[O-])cc2)NC(=S)N1 (stereo not drawn)	0.0%
O=C(NC(C(=O)c1ccccc1)N1CCCC1)c1ccco1 (stereo not drawn)	2.0%
O=[N+]([O-])c1ccc(-c2noc(COc3ccccc3Cl)n2)cc1	34.0%
Cc1ccc(/C(N)=N/OC(=O)c2cccc(Br)c2)cc1	4.0%
O=C(CN(Cc1ccccc1)S(=O)(=O)c1ccccc1)Nc1cccc2ccccc12	7.0%
N#C/C(=C/c1ccc(C(=O)O)cc1)C(=O)NCc1ccccc1	5.0%
Cc1cc(C)cc(OCCCCNCCO)c1	3.0%
CCCC(=O)NS(=O)(=O)c1ccc(NS(C)(=O)=O)cc1	0.0%
Cc1cc(I)ccc1NC(=O)c1ccc([N+](=O)[O-])c(C)c1	9.0%
COC(=O)C1=C(C)NC(=O)NC1c1cccs1 (stereo not drawn)	0.0%
COc1ccc(Br)cc1C(=O)Nc1cccc(-c2nc3ccccc3[nH]2)c1	5.0%
CS(=O)(=O)N(CC(=O)Nc1ccc(F)cc1)c1ccc(F)cc1	2.0%
COc1ccc(C(=O)Nc2nc3ccc(C)cc3s2)cc1[N+](=O)[O-]	40.0%
COc1ccccc1CNC(=O)c1ccc(OC)c(OC)c1	1.0%
Cc1ccc(OCCOc2cccc(C=C3C(=O)NC(=S)NC3=O)c2)c(C)c1	0.0%

Bioassay records deposited in PubChem by MTDP.
